Screening data deposited in PubChem by National Center for Advancing Translational Sciences (NCATS).
TR SRC2 fluor cs = Texas Red fluorescence interference in TRb-SRC2 counter-screen | TRb/SRC2 Texas Red total fluorescence interference | Potency, µM (titrated, usually from 106 µM), for inactives: at the highest dose fluorescence change, negative = quenching | 280,000 compounds, 0.29% hits | AID 1479; active = well fitted curve in either direction with a large enough effect; inconclusive = small, poorly fitted or top-dose-only effect; note: % is set by controls: 0 for no effect and ±100 for the full control effect
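Human TRb ligand-binding domain at 0.6 uM with 20 nM Texas Red SRC2 peptide in Tris buffer containing 1 uM T3 and 5% DMSO, incubated with compound 5 h at ambient temperature. Total fluorescence (555/632 nm) calculated as parallel + 2 × perpendicular.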
TRb SRC2 PPI = disrupts binding of human TR beta to SRC2; Potency, µM (titrated, usually from 106 µM), without a hit: at the top dose activity change, negative = inhibition, hits mostly inhibitors; 280,000 compounds, 0.065% hits; TRbeta-SRC2 peptide binding, fluorescence polarization; receptor liganded with 1 µM T3; P10828;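 note: plate controls were bound peptide for no effect and peptide without receptor for full effect; nearly all actives have a fitted effect of over 50% in size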
Target sequence (P10828 whole entry, looked up): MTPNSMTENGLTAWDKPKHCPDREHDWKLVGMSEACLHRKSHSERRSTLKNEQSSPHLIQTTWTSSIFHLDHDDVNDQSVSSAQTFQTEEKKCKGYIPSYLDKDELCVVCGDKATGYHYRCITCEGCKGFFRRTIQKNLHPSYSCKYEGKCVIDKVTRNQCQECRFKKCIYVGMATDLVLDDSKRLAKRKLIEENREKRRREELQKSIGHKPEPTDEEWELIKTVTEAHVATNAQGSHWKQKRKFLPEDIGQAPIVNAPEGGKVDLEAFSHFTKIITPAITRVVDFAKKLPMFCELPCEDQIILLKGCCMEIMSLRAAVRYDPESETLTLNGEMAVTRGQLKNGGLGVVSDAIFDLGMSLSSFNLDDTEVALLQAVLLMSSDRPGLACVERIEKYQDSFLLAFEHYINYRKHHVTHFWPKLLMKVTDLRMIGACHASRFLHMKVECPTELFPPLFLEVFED
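Binding of a 20-amino-acid Texas Red SRC2 peptide (20 nM) to TRb ligand-binding domain (0.6 uM) with agonist T3 at 1 uM was followed by fluorescence polarization after a 5 hr room-temperature incubation.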
RECQ1 helicase = RECQ1 (human) helicase inhibition; P46063; RECQ1 DNA unwinding, red fluorescence kinetic read; Potency, µM (titrated, usually from 57.3 µM), without a hit: at the top dose activity, negative = inhibition, usual class: inhibitors; 240,000 compounds, 0.54% hits; AID 2549;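 note: plate controls were vehicle for no effect and no enzyme for full effect; nearly all actives have a fitted effect of over 30% in size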
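50 nM RECQ1T1 preincubated 15 min with compound in Tris pH 8.0 buffer with MgCl2, DTT, Tween-20 and 2.5 ug/ml poly(dI-dC); started with 200 nM TAMRA/BHQ-2 forked duplex and 2 mM ATP. Unwinding read as fluorescence (525/598 nm), two reads 2 h apart.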
HTT ATP protect = Huntington cell model cytoprotection by ATP luminescence; PC12 HTT-Q103 induced, cytoprotection, ATP luminescence, 40 h; Potency, µM (top dose mostly 56.4 µM), without a hit: cytoprotection (ATP increase), actives largely listed as activators; 230,000 compounds, 0.14% hits;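 note: % of control where 0% means no effect; nearly all actives have a fitted effect of over 45% in size; toxic huntingtin expression switched on by the ecdysone agonist tebufenozide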
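Quantitative HTS on tebufenozide-induced (100 nM) PC12 cells expressing HTTQ103 exon 1–GFP; compounds tested as a concentration series; survival measured via cellular ATP.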
Tau fluor cs = counter-screen for tau fibril formation inhibitors; tau K18 P301L Alexa594 fluorescence, heparin fibrillization; Potency, µM (series often up to 57.7 µM), inactives show top-dose activity change, negative = decrease; 280,000 compounds, 0.93% hits; AID 1463; note: % is set by controls: 0 for no effect and ±100 for the full control effect; nearly all actives have a fitted effect of over 55% in size
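Human tau K18 P301L (15 uM unlabeled, 0.24 uM Alexa 594-labeled) in 100 mM sodium acetate pH 7 with 20 uM heparin, 6 hr at 37 C. ThT 30 uM added, 1 hr ambient; Alexa 594 FP and total fluorescence read at 555/632 nm.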
L3MBTL1 inh = blocks human L3MBTL1. Potency, µM (titrated, usually from 57.1 µM), without a hit: at the highest dose activity, negative = inhibition, hits mostly inhibitors. 230,000 compounds, 0.66% hits. Q9Y468. AlphaScreen L3MBTL1–H3K9me1 peptide binding; note: % is set by controls: 0 for no effect and ±100 for the full control effect; nearly all actives have a fitted effect of over 60% in size
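AlphaScreen proximity signal between nickel-chelate acceptor and streptavidin donor beads (final 10 ug/mL) reports binding of 50 nM L3MBTL1 to 75 nM biotin-H3 K9me1 peptide; complex incubated with compounds 30 min at room temperature; cefsulodin titration as control.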
Tau fibril ThT = tau fibrillization inhibition (ThT binding) | 270,000 compounds, 2.1% hits | AID 1460 | P10636 | Potency, µM (highest dose often 57.4 µM), for inactives: at the top dose activity, negative = inhibition, actives largely listed as inhibitors | recombinant tau K18 P301L, heparin-induced fibrillization, ThT fluorescence; note: % is set by controls: 0 for no effect and ±100 for the full control effect; nearly all actives have a fitted effect of over 55% in size
Target sequence (P10636 561-689 P618L limits assumed): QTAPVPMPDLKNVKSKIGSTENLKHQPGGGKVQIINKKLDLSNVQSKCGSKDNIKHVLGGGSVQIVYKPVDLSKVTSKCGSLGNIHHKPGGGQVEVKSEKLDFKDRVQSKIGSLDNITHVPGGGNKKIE
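ThT emission at 510 nm, taken 1 hr after adding 30 uM dye, quantifies aggregates formed when 20 uM heparin acts on human tau K18 P301L for 6 hr at 37 C.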
Tau fibril FP = tau fibrillization inhibition (FP). P10636. K18 P301L tau heparin fibrillization, Alexa594 FP, 6 h. Potency, µM (series often up to 57.7 µM), without a hit: at the highest dose activity, negative = inhibition, hits mostly inhibitors. 280,000 compounds, 0.39% hits; note: % is set by controls: 0 for no effect and ±100 for the full control effect; nearly all actives have a fitted effect of over 55% in size
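Heparin (20 uM) drove fibril formation of recombinant tau K18 P301L, 15 uM unlabeled with 0.24 uM Alexa 594 label, for 6 hr at 37 C in 100 mM sodium acetate pH 7. Fluorescence polarization (555/632 nm) read 1 hr after 30 uM ThT.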
An asterisk follows results filed as active; i = inactive; ? = inconclusive; / = not tested or not shown; & = joins results of further samples; [ ] = remark or other dose. Unless noted, calls come from the whole dose curve; as a rule, active = well fitted curve in the direction sought with a large enough effect; inconclusive = small, poorly fitted or top-dose-only effect, or another doubt; inactive = no such curve, though single readings can be large; an effect the other way counts as inactive or inconclusive. Potency is the fitted concentration of half-maximal effect. A portion of the library; rates above refer to the full screens.

# | SMILES | TR SRC2 fluor cs | TRb SRC2 PPI | RECQ1 helicase | HTT ATP protect | Tau fluor cs | L3MBTL1 inh | Tau fibril ThT | Tau fibril FP
1 | CC(C)(C)c1ccc(C(=O)Nc2ccc(NC(=O)C(=O)O)cc2)o1 | -1% | -1% | i | -8%[10 µM] | 9% | 5% | 4% | 7%
2 | CC(C)NC(=O)/C(=C/c1cn(-c2ccccc2)nc1-c1cccc([N+](=O)[O-])c1)NC(=O)c1ccccc1 | -3% | 1% | i | / | -24% | 10% | 0% | 14%
3 | CCC(C)NC(=O)c1c(N)n(/N=C/c2cccs2)c2nc3ccccc3nc12 (configuration not stated) | -9% | -4% | -6% | -31% | ? | -3% | ? | 9%
4 | COc1cc(OC)c(/C=N/NC(=O)c2ccc(NC(C)=O)cc2)cc1Br | -2% | -6% | -4% | -42% | -6% | 27% | ? | 2%
5 | O=C(NCCCN1CCOCC1)c1ccc(Cl)s1 | -1% | -6% | -12% | 7% | -13% | / | -2% | -5%
6 | COc1ccc(-n2c(C(C)(C)C)csc2=Nc2c(C)n(C)n(-c3ccccc3)c2=O)cc1 | 0% | -2% | 10% | / | -13% | -2% | -9% | -14%
7 | Cc1ccc(CN2CCSc3sccc3C2=O)cc1 | -4% | -1% | -13% | ? | -5% | 9% | -4% | -1%
8 | COC(=O)C1(CC(C)C)C=C2C(=C(C(C)C)C(=O)C2C)CN1 (configuration not stated) | -1% | 4% | 5% | -67%[inhibitor] | -12% | / | -10% | 2%
9 | CSc1ccc(/C=N/NC(=O)c2cccc(O)c2)cc1 | 0% | 4% | -13% | -81%[inhibitor] | -13% | -2% | ? | -11%
10 | CC(NC(=O)c1csc2ccccc12)C1CCCO1 (configuration not stated) | 4% | -3% | -7% | -7%[1.9 µM] | -3% | -2% | -3% | 0%
11 | COC(=O)c1ccccc1NC(=O)c1cccc(NC(=O)C(C)C)c1 | -3% | -4% | i | / | -9% | 7% | -5% | -7%
12 | O=C1C2CC(O)CN2C(=S)N1Cc1ccccc1 (configuration not stated) | -5% | -2% | -2% | -7%[10 µM] | -17% | 32%[activator] | -19% | -2%
13 | Cc1cccc(-n2cnc3cc([N+](=O)[O-])ccc32)c1 | 10% | -2% | 0% | 24%[1.9 µM] | -14% | -7% | -10% | 0%
14 | O=C(CO/N=C/c1ccccc1OC(F)F)NC1CCCC1 | -3% | -3% | -4% | -41% | -8% | / | -7% | -9%
15 | CCn1c(CCCNC(=O)c2cccs2)nc2ccccc21 | -5% | -10% | -11% | -3%[10 µM] | -4% | -3% | -15% | -1%
16 | CCOC(=O)C1=C(O)/C(=C/c2ccc(OCC(=O)O)c(OCC)c2)SC1=Nc1ccccc1 | -10% | 8% | -5% | 8%[10 µM] | 8% | -8% | ? | 5%
17 | COc1cc2c(cc1OC)CN(c1ccc([N+](=O)[O-])cc1Cl)CC2 | 1% | -1% | 3% | -1%[10 µM] | ? | -16% | 7.1µM* | 0%
18 | CCc1ccc(NC(=O)c2sc(-n3nc(C)c(CCC(C)C)c3C)nc2C)cc1 | 6% | -4% | / | / | -16% | / | ? | 15%
19 | O=C(NCc1nc2ccccc2n1Cc1ccccc1Cl)c1ccccc1 | -1% | -2% | / | / | -10% | / | -3% | -4%
20 | Cc1c(C(=O)Nc2cccc(F)c2)sc2nc(-c3cc4ccccc4oc3=O)[nH]c(=O)c12 | -4% | -3% | / | / | -5% | / | 7% | 0%
21 | O=C(C1=C[C@H](c2ccc(Br)cc2)C[C@H](OCCCCO)O1)N1CCN(Cc2ccccc2)CC1 | 0% | -7% | -9% | 0%[10 µM] | -1% | -5% | ? | 0%
22 | O=C(O)c1ccccc1-c1nc(-c2ccccc2)c(-c2ccccc2)[nH]1 | -2% | -4% | -1% | ? | -6% | 11% | -5% | 1%
23 | O=C(NCCSCc1ccccc1Cl)C1CCN(S(=O)(=O)Cc2ccccc2)CC1 | -1% | 7% | / | / | 12% | / | 5% | 3%
24 | CCCCc1cc(=O)oc2cc(OCc3nn[nH]n3)c(Cl)cc12 | 1% | 7% | 4% | 6% | -9% | / | -10% | -2%
25 | C/C(=N\NC(=O)c1cccnc1)c1cc2ccccc2o1 | -2% | -4% | i | -31% | -3% | ? | -8% | 2%
26 | COc1cccc(C2C(C(=O)Nc3ccc(Cl)cc3)=C(C)Nc3nc4ccccc4n32)c1OC (configuration not stated) | 8% | -6% | / | / | ? | / | -12% | 3%
27 | CCO[C@@H]1OC(C(=O)NC2CC2)=C[C@H](C)[C@H]1CCCO | -2% | -1% | i | 4%[10 µM] | 11% | / | 8% | 1%
28 | CC(C)CCn1cnc2c([nH]c3cccc(Cl)c32)c1=O | -1% | -1% | -6% | -7% | -2% | 2% | -5% | -3%
29 | COc1ccc2c(c1)C(SCC(=O)NCCc1ccc(Cl)cc1)CC(C)(C)O2 (configuration not stated) | 1% | 0% | -5% | / | -21% | -12% | ? | 1%
30 | Cc1cc(C)n2nc(SCC(=O)N(C(C)C)C(C)C)nc2n1 | -5% | 14% | -3% | -3%[10 µM] | 2% | -9% | 9% | 0%
31 | COCC(C)n1c(C)cc(C(=O)CSc2cc(C)c3ccccc3n2)c1C (configuration not stated) | -2% | 10% | -13% | 29%[10 µM] | -17% | -10% | -12% | 0%
32 | CCCN1CCN(CCCNC(=O)c2cc3c(=O)[nH]c4ccccc4c3s2)CC1 | -3%&-2% | -3%&-2% | 27% | -14% | -10%&-4% | / | -3%&-11% | -10%&-7%
33 | COc1cc2c(=O)n(CCCC(=O)NCC3CCCO3)c(=O)n(CC(=O)c3ccc(F)cc3)c2cc1OC (configuration not stated) | 0% | -2% | i | -26% | 2% | / | 2% | 6%
34 | CCOc1cc(/C=N/NC(=O)COc2ccc(C)cc2)ccc1OC(=O)c1cccs1 | -2% | 3% | -11% | 23% | ? | -2% | ? | -15%
35 | Cn1nnnc1SCCCNCc1cc(Br)ccc1OCc1ccccc1 | 4% | -2% | / | / | -12% | / | -10% | -1%
36 | Cn1c2ccccc2c(=O)c2c(=O)n(Cc3ccco3)c(-c3ccc(C(C)(C)C)cc3)nc21 | 1% | 4% | 4% | 16%[10 µM] | -8% | / | / | 0%
37 | COC(=O)N1[C@H](Cc2ccccc2)C=C[C@]1(C)C(=O)NCc1ccccn1 | -3%&-1% | -3%&-1% | -1%&-1% | -31%[inhibitor] | -20%&-4% | -5% | -17%&-12% | -10%&-2%
38 | CC1(C)C(=O)N(CC(=O)Nc2ccc(OC(F)(F)F)cc2)c2ccccc21 | 3% | 5% | / | / | -28% | / | 0% | -15%
39 | Cc1ccc(-c2cc(Cc3ccc(N(C)C)cc3)c(=O)[nH]n2)cc1 | 0% | -2% | 9% | 12%[10 µM] | -14% | / | / | 1%
40 | COC(=O)[C@H](CC(C)C)NC(=O)N1CCC(C)CC1 | 1% | -4% | 16% | 23%[10 µM] | 1% | 9% | -1% | -5%
41 | Cc1nn(-c2ccccc2)c(Cl)c1/C=N/NC(=O)c1cccnc1 | -2% | -4% | 1% | 22%[10 µM] | 4% | 3% | -13% | 2%
42 | Cc1[nH]c(=S)sc1Cc1ccc(Cl)c(Cl)c1 | 3% | -3% | -7% | 1%[10 µM] | -23% | -11% | -22% | -2%
43 | O=C(NC(Cc1c[nH]c2ccccc12)C(=O)N1CCOCC1)c1cccs1 (configuration not stated) | -2% | -7% | -4% | -41%[inhibitor] | -2% | 1% | 2% | 0%
44 | Nc1nnc(N)c2ccccc12 | -1% | -7% | -9% | -31%[inhibitor] | -5% | -1% | -7% | -5%
45 | Cc1ccc(-n2cnc3cc(C(=O)NCCC4=CCCCC4)ccc32)cc1Cl | -2% | 4% | / | / | -9% | / | ? | 8%
46 | Cc1cc(C)n2nc(C(=O)NCc3ccccc3)nc2n1 | 1% | 1% | -5% | 15%[10 µM] | -2% | 13% | -4% | -4%
47 | O=C(CCSc1ccccc1)Nc1ccccc1Br | 2% | 4% | 2% | / | -6% | 28% | -13% | 0%
48 | O=C(C1=C(O)C(=O)N(CCc2ccccc2)C1c1cccnc1)c1ccco1 (configuration not stated) | -6% | 5% | 10% | -7% | 5% | -11% | 9% | 3%
49 | Cc1ccccc1/C=C/C1=NCCN1 | -6% | 1% | -4% | / | -18% | 1% | -19% | -8%
50 | COc1cc(C(=O)NCC(=O)N/N=C/c2ccccn2)cc(OC)c1OC | -1% | 2% | 2% | 20% | -7% | / | -4% | -4%
51 | C=CCOC(=O)N[C@H](/C(C(=O)OC)=C(\C)NCc1ccccc1)c1cccc(C(F)(F)F)c1 | -3% | 9% | 6% | ? | -9% | / | 1% | -1%

Four of the compounds above, as labelled records:
43	O=C(NC(Cc1c[nH]c2ccccc12)C(=O)N1CCOCC1)c1cccs1 (configuration not stated)
  TR SRC2 fluor cs = -2% | TRb SRC2 PPI = -7% | RECQ1 helicase = -4% | HTT ATP protect = -41%[inhibitor] | Tau fluor cs = -2% | L3MBTL1 inh = 1% | Tau fibril ThT = 2% | Tau fibril FP = 0%
44	Nc1nnc(N)c2ccccc12
  TR SRC2 fluor cs = -1% | TRb SRC2 PPI = -7% | RECQ1 helicase = -9% | HTT ATP protect = -31%[inhibitor] | Tau fluor cs = -5% | L3MBTL1 inh = -1% | Tau fibril ThT = -7% | Tau fibril FP = -5%
45	Cc1ccc(-n2cnc3cc(C(=O)NCCC4=CCCCC4)ccc32)cc1Cl
  TR SRC2 fluor cs = -2% | TRb SRC2 PPI = 4% | RECQ1 helicase = / | HTT ATP protect = / | Tau fluor cs = -9% | L3MBTL1 inh = / | Tau fibril ThT = ? | Tau fibril FP = 8%
46	Cc1cc(C)n2nc(C(=O)NCc3ccccc3)nc2n1
  TR SRC2 fluor cs = 1% | TRb SRC2 PPI = 1% | RECQ1 helicase = -5% | HTT ATP protect = 15%[10 µM] | Tau fluor cs = -2% | L3MBTL1 inh = 13% | Tau fibril ThT = -4% | Tau fibril FP = -4%
